Growth percent in the NCI-60 one-dose screen (48 h, 10 µM unless noted): 100 = growth as untreated, 0 = no growth, -100 = all killed.
UACC-62 – UACC-62 melanoma; 81,000 compounds, 5.4% hits; active means growth percent below 10
* = called active by the depositor; & = joins results of further samples; [ ] = remark or other dose.

SMILES	UACC-62
N#CCN1C(=O)C(Cc2ccc(O)cc2)N=C(c2cccc(O)c2)c2ccccc21 (stereo unspecified)	94.7[30 µM]
CCC(C)C(=O)OC1CC2(C)C(c3ccoc3)OC(=O)CC23OC2(C)OC34C(OC(=O)C(C)C)C3(O)C(OC(=O)C5(C)OC5C)C5(C)CC3(O)C(C)(C5CC(=O)OC)C14O2 (stereo unspecified)	73.0&43.7[100 µM]
CCN1CC2(C)CCC(OC)C34C5CC6CCC(O)(C5C(=O)O6)C(C(O)C23)C14 (stereo unspecified)	94.4&90.3[100 µM]
O=C(O)CN1C(=O)CN=C(c2ccc(O)cc2)c2cc(Cl)ccc21	94.3[30 µM]

Arranged by SMILES length (descending): 3 of the compounds above
SMILES	UACC-62
CCC(C)C(=O)OC1CC2(C)C(c3ccoc3)OC(=O)CC23OC2(C)OC34C(OC(=O)C(C)C)C3(O)C(OC(=O)C5(C)OC5C)C5(C)CC3(O)C(C)(C5CC(=O)OC)C14O2 (stereo unspecified)	73.0&43.7[100 µM]
CCN1CC2(C)CCC(OC)C34C5CC6CCC(O)(C5C(=O)O6)C(C(O)C23)C14 (stereo unspecified)	94.4&90.3[100 µM]
O=C(O)CN1C(=O)CN=C(c2ccc(O)cc2)c2cc(Cl)ccc21	94.3[30 µM]

These rows are one share of the data (hit frequency here may not be typical).
